Tau filament bind: tau filament binding; P10636; recombinant tau filaments, thioflavin S fluorescence, 15 h; filaments grown with octadecylsulfate alongside compound; Potency, µM (titrated, usually from 57.1 µM), inactives show top-dose activity change, negative = inhibition; actives 2% (n = 71,000); AID 596;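 also: potency is read from the fitted curve at half-maximal effect; % is scaled to controls: 0 for no effect and ±100 for the full control effect; actives lower thioflavin S fluorescence by blocking filaments or displacing dye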
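Thioflavine S fluorescence (ex 450, em 510 nm) reports filaments formed from 1 uM human tau plus 30 uM ODS over 15 h at 37 C (10 mM HEPES pH 7.4, 100 mM NaCl, 5 mM DTT); compounds displacing dye or blocking filaments lower signal.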
HADH2 inh: HADH2 (human) dehydrogenase inhibition; actives 3.4% (n = 73,000); AID 886; recombinant HADH2, NADH fluorescence, beta-hydroxybutyryl-CoA; Potency, µM (doses to about 57.1 µM), inactives show at the highest dose activity change, negative = inhibition, usual class: inhibitors; Q99714; also: potency is read from the fitted curve at half-maximal effect; % is scaled to controls: 0 for no effect and ±100 for the full control effect; nearly all actives have a fitted effect of over 60% in size; many of its hits are not listed in these tables
Target sequence (Q99714 whole entry, looked up, one chain of several): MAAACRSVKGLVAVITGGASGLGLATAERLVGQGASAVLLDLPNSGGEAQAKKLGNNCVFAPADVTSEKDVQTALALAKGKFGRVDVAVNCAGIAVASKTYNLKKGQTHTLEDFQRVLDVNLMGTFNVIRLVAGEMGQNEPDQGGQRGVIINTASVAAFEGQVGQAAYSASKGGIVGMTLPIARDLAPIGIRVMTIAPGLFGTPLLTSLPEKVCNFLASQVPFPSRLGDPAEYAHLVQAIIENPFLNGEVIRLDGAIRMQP
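Read-out: 360 nm excitation, 450 nm emission, kinetic over 4 min. Conditions: His-tagged human HADH2 20 nM, pH 9.0 Tris with Tween-20, 1 mM NAD+, 90 uM beta-hydroxybutyryl-CoA.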
Ub-GFP proteasome: ubiquitin-GFP accumulation via proteasome inhibition | Ubiquitin-GFP reporter cells, proteasome inhibition, GFP fluorescence; response scale: untreated = 0%, 10 µM MG-132 = 100% | Potency, µM (top dose mostly 45.9 µM), for inactives: at the highest dose activation (GFP accumulation), usual class: activators | 67,000 tested, under 10 active | AID 526; active = well fitted activation curve with a large enough effect, not every such curve was filed as active; inconclusive = small, poorly fitted or top-dose-only effect, or another doubt; inactive = no such curve, though single readings can be large or run the other way; also: potency is read from the fitted curve at half-maximal effect
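Reporter cells (U2OS, ubiquitin-G76V-GFP fusion) are plated overnight, then treated 4 hr at 37 °C with compound titrations from 46 uM down to 2.9 nM. Activity is scaled against untreated cells and 10 uM MG-132.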
ALOX15 inhib: 15-hLO (ALOX15) enzyme inhibition | P16050 | purified 15hLO-1, xylenol orange hydroperoxide absorbance | Potency, µM (doses to about 57.1 µM), inactives show at the highest dose activity change, negative = inhibition, actives largely listed as inhibitors | actives 1.4% (n = 74,000) | AID 887; also: potency is read from the fitted curve at half-maximal effect; % is scaled to controls: 0 for no effect and ±100 for the full control effect; nearly all actives have a fitted effect of over 55% in size
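Quantitative HTS in 25 mM Hepes pH 7.5 containing 0.01% Triton X-100: human 15hLO-1 at 40 nM, arachidonic acid at 50 uM, 6 min turnover. Product quantified via ferrous oxidation/xylenol orange, 573:405 nm absorbance ratio.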
Hsp90 Hop PPI: changes Hsp90-Hop TPR2A binding signal, up or down; AlphaScreen TPR2A-His6 binding biotin-Hsp90 C-terminal peptide; AID 595; Potency, µM (series often up to 57 µM), without a hit: at the top dose activity change, negative = inhibition; actives 0.44% (n = 71,000); active = well fitted curve in either direction with a large enough effect; inconclusive = small, poorly fitted or top-dose-only effect, or another doubt; also: potency is read from the fitted curve at half-maximal effect; % is scaled to controls: 0 for no effect and ±100 for the full control effect; many of its hits are not listed in these tables
DNA Pol III inh: blocks replication by bacterial DNA polymerase III holoenzyme; reconstituted DNA polymerase III holoenzyme replication, biochemical; Potency, µM (series often up to 57.1 µM), without a hit: at the highest dose activity change, negative = inhibition; actives 0.25% (n = 71,000); also: potency is read from the fitted curve at half-maximal effect; % is scaled to controls: 0 for no effect and ±100 for the full control effect
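Reconstituted *E. coli* holoenzyme (0.35 nM Pol III, 1 nM beta, 154 nM SSB, 2 nM primase) was preincubated with compound for 15 min at RT. Synthesis on 1.4 nM ssM13Gori ran 35 min, then was stopped with PicoGreen/EDTA and read as dsDNA fluorescence.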
CRE Fsk mod: modulators of forskolin-stimulated CRE signaling in CHO cells. actives 2.5% (n = 71,000). Potency, µM (titrated, usually from 38.2 µM), for the others: at the top dose activity change, negative = inhibition, hits mostly activators. CHO CRE-bla reporter (cAMP response element driving beta-lactamase), forskolin EC10, beta-lactamase ratio. AID 662; active = well fitted activation curve with a large enough effect in the signal ratio, with a control signal flat, not every such curve was filed as active; inconclusive = small, poorly fitted or top-dose-only effect, or effect the other way, or a change in a side signal; the % refers to the signal ratio; also: potency is read from the fitted curve at half-maximal effect; % of control where 0% means no effect
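CHO CRE-bla cells, overnight plating in Opti-MEM with 0.5% dialyzed FBS; cpd titration + EC10 NKH 477, 3 h 37 °C; CCF4 2 h RT; ex 405/em 460 vs 530 ratio → %Activity, AC50.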
ERK AVP block: vasopressin-driven ERK pathway inhibition; HEK293-V1b, vasopressin-stimulated pERK AlphaScreen; AID 995; actives 0.99% (n = 72,000); Potency, µM (doses to about 57.5 µM), for inactives: at the highest dose activity, negative = inhibition, hits mostly inhibitors; also: potency is read from the fitted curve at half-maximal effect; % is scaled to controls: 0 for no effect and ±100 for the full control effect; nearly all actives have a fitted effect of over 55% in size
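Phosphorylated ERK1/2 detected via AlphaScreen bead proximity in lysates of V1b-expressing HEK293 cells given 25 nM vasopressin for 5 min after 30 min compound exposure (37 °C). AC50 from Hill equation; basal DMSO 0%, vasopressin 100%.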
HBB splice mod: alters splicing of the hemoglobin beta chain; HBB splicing reporter cell assay, activation; EGFP reporter with mutant IVS2-654 intron; response scale: normalised to 500 nM splice-correcting PNA; Potency, µM (series often up to 46.1 µM), inactives show at the highest dose activation, hits mostly activators; actives 0.06% (n = 65,000); also: potency is read from the fitted curve at half-maximal effect; 0% is about no effect
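Compounds were applied for 2 days to HeLa EGFP-654 cells, 500/well in Optimem with 2% FCS. The reporter's EGFP is disrupted by mis-splicing of beta-globin intron IVS2-654. Readout: summed well GFP fluorescence from 488 nm laser scanning; reference was 500 nM antisense […] 654 PNA.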
Luciferase inh: blocks Photinus pyralis firefly luciferase activity | P08659 | purified firefly luciferase, luminescence, 8 min | Potency, µM (doses to about 57.1 µM), without a hit: top-dose activity change, negative = inhibition, most hits filed as inhibitors | actives 2.2% (n = 72,000) | AID 411; also: potency is read from the fitted curve at half-maximal effect; % is scaled to controls: 0 for no effect and ±100 for the full control effect; nearly all actives have a fitted effect of over 40% in size
Target sequence (P08659 whole entry, looked up): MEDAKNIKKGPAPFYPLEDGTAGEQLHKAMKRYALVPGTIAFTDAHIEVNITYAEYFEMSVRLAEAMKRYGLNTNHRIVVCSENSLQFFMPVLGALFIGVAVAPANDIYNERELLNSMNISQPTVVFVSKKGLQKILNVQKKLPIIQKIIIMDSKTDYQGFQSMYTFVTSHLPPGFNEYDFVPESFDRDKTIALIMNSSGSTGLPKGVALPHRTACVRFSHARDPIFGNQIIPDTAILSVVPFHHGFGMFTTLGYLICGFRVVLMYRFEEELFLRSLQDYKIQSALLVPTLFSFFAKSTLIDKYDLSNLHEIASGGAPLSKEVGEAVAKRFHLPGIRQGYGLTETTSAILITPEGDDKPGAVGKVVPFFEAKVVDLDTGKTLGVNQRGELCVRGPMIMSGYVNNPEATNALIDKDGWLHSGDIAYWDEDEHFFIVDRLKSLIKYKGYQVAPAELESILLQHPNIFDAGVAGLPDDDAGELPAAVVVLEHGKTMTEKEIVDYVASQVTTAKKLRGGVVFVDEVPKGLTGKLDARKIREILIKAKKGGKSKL
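qHTS concentration-response profiling: light output of P. pyralis luciferase with luciferin and 10 uM ATP, imidazole buffer pH 7.2. Read by luminescence after 8-min room-temperature incubation.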
GFP derepression: epigenetic GFP locus derepression in mouse cells; actives 0.09% (n = 68,000); mouse C127i GFP locus derepression, cytometry, 30 h; Potency, µM (top dose mostly 46.1 µM), without a hit: at the top dose GFP derepression (activation); also: % of control where 0% means no effect
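Locus derepression in mouse mammary C127i cells whose integrated CMV-GFP reporter is normally silent; GFP expression after 30 h compound treatment was quantified by counting fluorescent cells.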
Numbers without * were called inactive; i = inactive; u = inconclusive; x = not tested or not shown; & = joins results of further samples; [ ] = dose if it differs, or a comment. Unless noted, calls follow the shape of the dose curve; as a rule, active = well fitted curve in the direction sought with a large enough effect; inconclusive = small, poorly fitted or top-dose-only effect, or another doubt; inactive = no such curve, though single readings can be large; an effect the other way counts as inactive or inconclusive. An excerpt (hit frequency here may not be typical).

SMILES | Tau filament bind | HADH2 inh | Ub-GFP proteasome | ALOX15 inhib | Hsp90 Hop PPI | DNA Pol III inh | CRE Fsk mod | ERK AVP block | HBB splice mod | Luciferase inh | GFP derepression
Cc1ccccc1NC(=O)CN(C)S(=O)(=O)c1cccc2cccnc12 | 2% | -3% | 13% | -1% | -5% | -2% | -13% | -16% | 0.1% | -4% | -4%
O=C(CS(=O)CC(=O)Nc1cccc2c1CCCC2)Nc1ccc(F)cc1 (centres undefined) | 8% | 0% | -6% | 3% | -2% | 4% | -10% | -11% | x | -2% | -1%
COc1cccc(CNCc2ccccn2)c1OC | 9%[11.4 µM] | 1%[11.4 µM] | 9%[9.17 µM] | -11%[11.4 µM] | u | -4%[11.4 µM] | u | 9% | -2.0%[0.0738 µM] | -1% | 2%
CC(c1ccccc1)n1cc(C(=O)NCCCn2ccnc2)nn1 (centres undefined) | 2% | -5% | 2% | 15% | -1% | -5% | 1% | -17% | x | 2% | -2%
CC(C(=O)NCCC1=CCCCC1)N1C(=O)c2ccccc2C1=O (centres undefined) | -4% | 2% | 20% | -1% | 2% | -1% | -26% | 3% | -2.6% | 0% | -3%
COC(=O)C(NS(=O)(=O)c1ccc(NC(C)=O)cc1)C(C)C (centres undefined) | -10% | 9% | 1% | 14% | 1% | 3% | 3% | 3% | 0.1% | -1% | 2%
O=C(NCC12CC3CC(CC(C3)C1)C2)c1nn2c(c1Cl)NC(c1ccco1)CC2C(F)(F)F (centres undefined) | 10% | 10% | 3% | -20% | -2% | 4% | 17% | 9% | 0.0% | 1% | 2%
CC(=O)Nc1c(C(=O)O)oc2ccccc12 | -6% | -3% | 1% | -3% | -4% | -5% | -5% | -15% | x | -2% | 1%
O=C(NCc1ccc2c(c1)OCO2)C1CC(=O)N(c2ccc(O)cc2)C1 (centres undefined) | -7% | -1% | 1% | 4% | -2% | -5% | 0% | 1% | -0.2% | -3% | -2%
COC(=O)[C@@H]1CC[C@H](C)[C@@H](c2ccc(C)cc2)N1C(=O)c1ccc(/C=N\O[C@@H](C)CN2CCCc3nc(C)c(C)cc32)cc1 | x | 14%[11.4 µM] | x | -9%[11.4 µM] | x | x | x | 2%[11.5 µM] | 0.0%[9.22 µM] | 1%[11.4 µM] | x
CCCNC(C)(C)COC(=O)c1ccccc1 | 2%[25.6 µM] | -4%[25.6 µM] | -2%[20.5 µM] | 5%[25.6 µM] | -4%[26 µM] | 6%[25.6 µM] | -10%[17.1 µM] | 13%[25.7 µM] | 0.0%[20.6 µM] | -1%[25.5 µM] | 5%[20.6 µM]
Cc1cnc(CNc2ncnc3ccc(-c4ccoc4)cc23)cn1 | 10% | u | 3% | 0% | -4% | -10% | u | -10% | -0.2% | -2%[2.29 µM] | 1%[9.22 µM]
CCN(CC)CCNC(=O)c1ccc(NC(C)=O)cc1 | -3% | 3% | 10% | -4%&6% | u | -5% | -4% | 13%&-23% | 1.4% | -1%[25.5 µM] | 0%[20.6 µM]
O=C(O)CCCC(=O)Nc1ccc(C(=O)NCc2cccnc2)cc1 | -4% | 10% | 5% | 3% | -2% | -2% | 3% | -9% | -0.5% | 2% | 0%
CCC#CCOCC(=S)Nc1ccccc1 | 4% | u | x | x | -10% | 0% | 3% | 12% | 5.1% | x | x
COc1cc(-c2[o+]c3cc(O)cc(O)c3cc2O)cc(O)c1O | -8%[11.4 µM] | 0.79µM* | 6%[9.17 µM] | -14%[11.4 µM] | -27%[11 µM] | u | -13%[7.6 µM] | -1%[11.5 µM] | 1.4%[9.22 µM] | 1%[11.4 µM] | -1%[9.22 µM]
CCc1c2c(nc3cccc(C(C)C)c13)-c1cccc(=O)n1C2 | -18% | i | x | x | 2% | -2% | 13µM* | -5% | 1.2% | x | x
CSc1ncc(Cl)c(C(=O)Nc2nnc(SC)s2)n1 | -6% | -6% | 4% | -1% | -2% | -5% | 6% | -25% | 0.5% | 2% | 0%
CCn1c2c(c3cc(Br)ccc31)CCC/C2=N\O | 17% | -7% | 4% | -28% | 6% | -4% | u | -13% | 1.8% | 0% | -2%
COc1cccc(CNn2cnnc2)c1OCc1ccc(F)cc1 | 12% | -8% | 3% | 18% | -3% | -6% | -2% | 1% | x | 3% | -2%
CCCCc1cc(=O)oc2cc(C)cc(OCc3nn[nH]n3)c12 | 6% | 25µM* | 0% | 5% | 0% | -12% | 4% | -17% | -1.2%[57.5 µM] | 3% | 0%
CC(C)C(=O)Nc1cc(=O)[nH]c2ncnn12 | -7% | 0% | 1% | 2% | -2% | -2% | -14% | 5% | 2.4% | 3% | 5%
COc1ccccc1N1CCN(C(=O)C2CC=CCC2C(=O)O)CC1 (centres undefined) | 16% | -7% | -7% | -8% | -3% | -10% | -12% | 5% | 4.3% | -4% | 0%
CCSc1nnc(NC(=O)c2csc(C)c2)s1 | 6% | -5% | 0% | 5% | -1% | -1% | 0% | -1% | 1.3% | 1% | -2%
Cc1ccc(C)c(N(C(=O)CCC(=O)Nc2cc(C)on2)C(C(=O)NC2CCCC2)c2ccco2)c1 (centres undefined) | -6% | -3% | 5% | 0% | -3% | 5% | -14% | -19% | 0.4% | 0% | 1%
O=S(=O)(Nc1ccc2c(c1)nc1n2CCN(Cc2ccccc2)C1)c1ccc(F)cc1 | -13% | 12% | 30% | -18% | -11% | -4% | u | -23% | 0.1% | 3% | 3%
NC(=O)c1ccc(C2SCC(=O)N2Cc2ccccc2)cc1 (centres undefined) | -5% | 11% | -5% | 0% | -2% | -1% | -4% | -17% | 6.1%[0.369 µM] | 1% | 0%
COc1ccc(C(=O)Nc2nc(-c3cccs3)cs2)cc1 | 8% | -7% | -1% | -25% | 1% | -6% | u | u | -0.3% | 16µM* | 2%
COC(=O)c1[nH]c2ccc(Cl)cc2c1NC(=O)CN1CCC(C(N)=O)CC1 | 0% | u | -6% | 0% | 3% | -3% | 10% | -1% | 2.2%[1.84 µM] | 1% | 0%
O=[N+]([O-])c1ccc2nc[nH]c2c1 | 4% | -7% | x | 1% | -1% | 1% | -18% | -2% | -0.6% | x | x
O=C(c1ccccc1)c1coc2ccc(O)c(CN3CCOCC3)c12 | -14% | -9% | x | -2% | -5% | 1% | 7% | u | 3.6%[0.369 µM] | 1% | -2%
COc1ccc(CNC(=O)C2CCN(S(=O)(=O)c3c(C)n[nH]c3C)CC2)cc1 | 6% | 3% | -17% | -2% | 3% | -5% | 9% | 8% | -0.3% | -3% | 3%
CCCS(=O)(=O)N1CCN(Cc2ccccc2C(F)(F)F)CC1 | 3% | 5% | -1% | -3% | 1% | 0% | 7% | 2% | x | -4% | -1%
COc1ccc(-c2nc(C#N)c(N3CC(C)OC(C)C3)o2)cc1OC (centres undefined) | -10% | u | 5% | 7% | -6% | 3% | 24% | -4% | -0.6% | 2% | -3%

An excerpt from above in order of the CRE Fsk mod value, descending.
mol | CRE Fsk mod
COc1ccc(-c2nc(C#N)c(N3CC(C)OC(C)C3)o2)cc1OC (centres undefined) | 24%
O=C(c1ccccc1)c1coc2ccc(O)c(CN3CCOCC3)c12 | 7%
CCCCc1cc(=O)oc2cc(C)cc(OCc3nn[nH]n3)c12 | 4%
Cc1ccc(C)c(N(C(=O)CCC(=O)Nc2cc(C)on2)C(C(=O)NC2CCCC2)c2ccco2)c1 (centres undefined) | -14%
